Compound activity as filed in PubChem.
FXIa inh 1536 = factor XIa (human) inhibition | P03951 | purified FXIa, Boc-Glu-Ala-Arg-AMC fluorogenic substrate | inhibition, % at 5 µM | 220,000 compounds, 0.14% hits | AID 798;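 active = inhibition of at least 40%; inactive = inhibition below 40%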;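 note: fluorescence of freed AMC excited at 355 nm; 0% = enzyme without compound and 100% = no enzyme blank; many of its hits are not listed in these tables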
Target sequence (P03951 19-387 limits assumed): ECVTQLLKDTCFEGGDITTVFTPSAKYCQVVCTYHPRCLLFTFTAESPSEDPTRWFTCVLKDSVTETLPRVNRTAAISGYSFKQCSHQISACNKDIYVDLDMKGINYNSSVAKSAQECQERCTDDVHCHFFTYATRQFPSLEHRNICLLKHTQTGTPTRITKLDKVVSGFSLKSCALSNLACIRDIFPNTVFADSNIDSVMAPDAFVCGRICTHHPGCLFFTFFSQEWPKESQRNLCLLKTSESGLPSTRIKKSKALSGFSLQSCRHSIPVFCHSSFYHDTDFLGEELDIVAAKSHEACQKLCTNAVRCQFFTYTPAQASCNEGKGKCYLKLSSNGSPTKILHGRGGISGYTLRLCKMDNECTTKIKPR
Target sequence (P03951 388-625 limits assumed): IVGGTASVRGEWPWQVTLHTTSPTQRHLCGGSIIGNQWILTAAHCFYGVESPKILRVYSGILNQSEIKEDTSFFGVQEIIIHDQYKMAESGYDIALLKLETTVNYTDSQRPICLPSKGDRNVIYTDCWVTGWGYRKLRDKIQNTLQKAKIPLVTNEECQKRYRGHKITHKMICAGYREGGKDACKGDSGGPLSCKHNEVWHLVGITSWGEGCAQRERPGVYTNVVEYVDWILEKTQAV
FXIIa inh 1536 = factor XIIa (human) inhibition; purified FXIIa, Boc-QGR-AMC fluorogenic substrate, 2 h; 220,000 compounds, 0.3% hits; inhibition, % at 5 µM; P00748; in the data active = inhibition above about 40%;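 note: 0% = enzyme with no compound and 100% = blank without enzyme; many of its hits are not listed in these tables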
Wee1 stabilizer = blocks degradation of human Wee1 kinase; P30291; HeLa Luc-Wee1K328M stability, luciferase luminescence; 100% = proteasome inhibitor MG132 effect; reporter increase, % at 5 µM; 220,000 compounds, 1.2% hits; AID 1321;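 active = activation above the mean of all tested compounds plus 3 SD, set per screening run, cut at about 8.8% in these data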;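 note: cells exposed to compound for 20 h before luminescence read; 0% = DMSO alone and 100% = MG132 at 30 µM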
p97 ATPase inh = blocks human p97 ATPase activity; P55072; recombinant p97 ATPase, Kinase-Glo ATP luminescence, 3 h; inhibition, % at 8 µM; 220,000 compounds, 0.42% hits; in the data active = inhibition above about 15%;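 note: 0% = DMSO vehicle and 100% = wells lacking enzyme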
14-3-3 Bad inh = disrupts binding of bovine 14-3-3 zeta to phospho-Bad peptide | P63103 | TR-FRET 14-3-3zeta/Dy647-pBad peptide displacement, 1 h | inhibition, % at 21.7 µM | 220,000 compounds, 0.71% hits | AID 781;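 active = inhibition above about 70%, limit read from the data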;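 note: 0% = full 14-3-3 plus peptide FRET controls and 100% = background without 14-3-3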
Target sequence (P63103 whole entry, looked up): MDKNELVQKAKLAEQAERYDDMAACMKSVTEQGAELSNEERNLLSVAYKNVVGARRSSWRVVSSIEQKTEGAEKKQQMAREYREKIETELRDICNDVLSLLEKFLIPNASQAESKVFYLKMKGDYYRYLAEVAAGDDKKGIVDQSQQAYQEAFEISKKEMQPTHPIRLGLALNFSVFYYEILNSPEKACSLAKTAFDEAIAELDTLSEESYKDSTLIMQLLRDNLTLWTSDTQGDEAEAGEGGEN
Mdm2 ligase inh = blocks human Mdm2 ubiquitin ligase activity. cell-based MDM2 ubiquitination luciferase reporter, 2 h; 0 = plate control, 100 = twice control, blank-subtracted. signal enhancement, % at 5 µM. 210,000 compounds, 0.11% hits;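 active = signal enhancement of 30% or more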;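 note: luminescence tracks abundance of the self-degrading MDM2-luciferase fusion protein; higher signal means inhibition of MDM2 E3 ligase activity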
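Material: Stable MDM2–luciferase fusion reporter cells | Amount: 2000 cells seeded into each well | Dosing: One concentration, 5 µM, with 0.2% DMSO | Incubation: 4 h cell settling then 2 h compound exposure, 37 °C | Measured by: Luciferase luminescence | Read-out basis: % enhancement relative to plate controls after blank subtraction | Benchmarks: Control and blank well means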
Rad51 HR inh = Rad51 (human) homologous recombination inhibition | Q06609 | hRad51 DNA strand exchange, fluorescence dequenching | inhibition, % at 10 µM | 200,000 compounds, 0.085% hits | AID 1385;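 active = inhibition above 40% at the single screening dose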;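 note: 0% = DMSO control wells and 100% = blanks with heterologous ssDNA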
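Assay system: Human Rad51 nucleoprotein filaments preassembled on unlabelled ssDNA | Reagent: Donor/quencher-labelled 47-bp dsDNA substrate | Doses: One concentration, 10 µM final | Times: 37 °C 15-min filament assembly, 30-min compound preincubation, 15-min exchange | Technique: Fluorescein emission 520 nm, excitation 485 nm | Benchmarks: Plate control and blank wells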
eIF4E-4G inh = eIF4E/eIF4G interaction inhibition in translation initiation; P63073+Q04637; 220,000 compounds, 0.37% hits; inhibition, % at 21.7 µM; TR-FRET eIF4E-eIF4GI(517-606) binding, 2 h;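 active = inhibition above about 30%, limit read from the data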;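 note: 0% = full FRET control wells and 100% = background wells lacking eIF4GI fragment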
KLK5 inh = kallikrein 5 (human) inhibition; Q9Y337; recombinant hK5, fluorogenic AMC substrate cleavage; inhibition, % at 5 µM; 210,000 compounds, 0.59% hits; AID 873;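 active = inhibition of 40% or more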;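 note: 0% = enzyme controls without compound and 100% = no-enzyme blanks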
* = called active by the depositor; [ ] = dose if it differs, or a comment.

Results for O=C(O)[C@H]1CCCC[C@H]1C(=O)NCCNC(=O)[C@@H]1CCCC[C@@H]1C(=O)O ?
FXIa inh 1536: 0; FXIIa inh 1536: 7; Wee1 stabilizer: 4; p97 ATPase inh: 10; 14-3-3 Bad inh: -2; Mdm2 ligase inh: -8; Rad51 HR inh: -8; eIF4E-4G inh: 3; KLK5 inh: 2

How did CCOC(=O)C(C(=O)OCC)N(C#N)c1nc(SC)nc(N(C)C)n1 do in these assays?
FXIa inh 1536: 0; FXIIa inh 1536: -2; Wee1 stabilizer: 2; p97 ATPase inh: -3; 14-3-3 Bad inh: 2; Mdm2 ligase inh: -18; Rad51 HR inh: 9; eIF4E-4G inh: 5[fluorescence artefact?]; KLK5 inh: 9

How did O=C1C=C(Nc2ccc(Cl)cc2)C(=O)N1c1ccc(Cl)cc1 do in these assays?
FXIa inh 1536: 1; FXIIa inh 1536: 9; Wee1 stabilizer: 3; p97 ATPase inh: -1; 14-3-3 Bad inh: -9; Mdm2 ligase inh: 4; Rad51 HR inh: -4; eIF4E-4G inh: 6; KLK5 inh: -14

How did Cc1cc(C)c2c(c1)NC(c1cc3c(cc1Br)OCO3)C1CC=CC21 (stereo not drawn) do in these assays?
FXIa inh 1536: -1; FXIIa inh 1536: 5; Wee1 stabilizer: 2; p97 ATPase inh: 6; 14-3-3 Bad inh: 0[fluorescence artefact?]; Mdm2 ligase inh: -16; Rad51 HR inh: -5; eIF4E-4G inh: 1[fluorescence artefact?]; KLK5 inh: -5

How did COc1ccc(C(=O)Nc2ccc3nc4n(c(=O)c3c2)CCCC4)cc1[N+](=O)[O-] do in these assays?
FXIa inh 1536: 6; FXIIa inh 1536: 4; Wee1 stabilizer: -1; p97 ATPase inh: 1; 14-3-3 Bad inh: 11[fluorescence artefact?]; Mdm2 ligase inh: -8; Rad51 HR inh: 11; eIF4E-4G inh: 1; KLK5 inh: -3

What do the screens show for `Cc1cc(C(=O)Nc2sc(C)c(C)c2C#N)c(C)o1`?
FXIa inh 1536: -4; FXIIa inh 1536: -11; Wee1 stabilizer: 0; p97 ATPase inh: 5; 14-3-3 Bad inh: -7; Mdm2 ligase inh: 1; Rad51 HR inh: -9; eIF4E-4G inh: -14; KLK5 inh: -18

What do the screens show for `CN1CCN(S(=O)(=O)c2cccc(C(=O)N3CCc4ccccc43)c2)CC1`?
FXIa inh 1536: -3; FXIIa inh 1536: 2; Wee1 stabilizer: -1; p97 ATPase inh: 3; 14-3-3 Bad inh: 3; Mdm2 ligase inh: 2; Rad51 HR inh: -2; eIF4E-4G inh: 1; KLK5 inh: -2

How did COc1ccc(S(=O)(=O)N2CCOCC2)cc1NC(=O)CSc1cccc[n+]1[O-] do in these assays?
FXIa inh 1536: 2; FXIIa inh 1536: 2; Wee1 stabilizer: -1; p97 ATPase inh: 3; 14-3-3 Bad inh: 3; Mdm2 ligase inh: 0; Rad51 HR inh: 12; eIF4E-4G inh: 6; KLK5 inh: 1

Results for O=C(OCCN1C(=O)CCC1=O)c1ccc(S(=O)(=O)N2CCCCC2)cc1 ?
FXIa inh 1536: -12; FXIIa inh 1536: 15; Wee1 stabilizer: 0; p97 ATPase inh: 2; 14-3-3 Bad inh: 10; Mdm2 ligase inh: -4; Rad51 HR inh: 12; eIF4E-4G inh: -2; KLK5 inh: 9

Results for CCc1ccccc1NC(=O)CCCSc1nc2ccccc2s1 ?
FXIa inh 1536: 1; FXIIa inh 1536: 6; Wee1 stabilizer: -2; p97 ATPase inh: -2; 14-3-3 Bad inh: 0; Mdm2 ligase inh: -6; Rad51 HR inh: 12; eIF4E-4G inh: 0; KLK5 inh: 9

Results for CCCNCC1C(Oc2ccc(Cl)cc2)C(=O)N1c1ccccc1C (stereo not drawn) ?
FXIa inh 1536: 0; FXIIa inh 1536: 8; Wee1 stabilizer: -3; p97 ATPase inh: -4; 14-3-3 Bad inh: -20; Mdm2 ligase inh: 12; Rad51 HR inh: 6; eIF4E-4G inh: 10; KLK5 inh: -17

Results for O=C(NCCOc1ccccc1F)Nc1ccc(Br)cc1 ?
FXIa inh 1536: 0; FXIIa inh 1536: 10; Wee1 stabilizer: -1; p97 ATPase inh: 1; 14-3-3 Bad inh: -1; Mdm2 ligase inh: -17; eIF4E-4G inh: 1; KLK5 inh: 16

Results for CC[N+](CC)(CC#Cc1ccccc1)CC(=O)c1ccc(Cl)cc1 ?
FXIa inh 1536: 6; FXIIa inh 1536: 5; Wee1 stabilizer: 4; p97 ATPase inh: 1; 14-3-3 Bad inh: 11[fluorescence artefact?]; Mdm2 ligase inh: 4; Rad51 HR inh: 2; eIF4E-4G inh: 15[fluorescence artefact?]; KLK5 inh: -16

How did Cc1ccc(OCC(=O)O/N=C(\N)c2ccccn2)cc1C do in these assays?
FXIa inh 1536: -1; FXIIa inh 1536: 7; Wee1 stabilizer: 1; p97 ATPase inh: -2; 14-3-3 Bad inh: -6; Mdm2 ligase inh: -19; Rad51 HR inh: 4; eIF4E-4G inh: -1; KLK5 inh: 1

How did O=C(Cn1cc(/C=N/NC(=O)c2cccc(C(F)(F)F)c2)c2ccccc21)Nc1ccc(F)cc1 do in these assays?
FXIa inh 1536: 7; FXIIa inh 1536: 21; Wee1 stabilizer: -4; p97 ATPase inh: 2; 14-3-3 Bad inh: 5; Mdm2 ligase inh: -1; Rad51 HR inh: -3; eIF4E-4G inh: -16; KLK5 inh: -14

How did Cc1c(C(=O)c2cccc(F)c2)c2ccccn2c1CCC#N do in these assays?
FXIa inh 1536: 2; FXIIa inh 1536: 6; Wee1 stabilizer: 4; p97 ATPase inh: 0; 14-3-3 Bad inh: 2; Mdm2 ligase inh: 10; eIF4E-4G inh: 3; KLK5 inh: 23

What do the screens show for `CCN(CC)c1ccc(/C=N/NC(=S)NCc2ccco2)cc1`?
FXIa inh 1536: 9; FXIIa inh 1536: 15; Wee1 stabilizer: 0; p97 ATPase inh: 0; 14-3-3 Bad inh: -10; Mdm2 ligase inh: 7; Rad51 HR inh: 3; eIF4E-4G inh: 13; KLK5 inh: -12

How did O=C(NCc1ccccn1)c1nnc(Cc2ccc(Cl)cc2)o1 do in these assays?
FXIa inh 1536: 0; FXIIa inh 1536: 7; Wee1 stabilizer: -2; p97 ATPase inh: 1; 14-3-3 Bad inh: 14; eIF4E-4G inh: -1[fluorescence artefact?]; KLK5 inh: -11

Results for Nc1nc(N2CCCCC2)nc2ccccc12 ?
FXIa inh 1536: -4; FXIIa inh 1536: -4; Wee1 stabilizer: 2; p97 ATPase inh: 3; 14-3-3 Bad inh: 38[fluorescence artefact?]; Mdm2 ligase inh: -13; eIF4E-4G inh: -2; KLK5 inh: 1

Results for Cc1ccc(SCC(=O)N2CCOCC2)cc1 ?
FXIa inh 1536: 1; FXIIa inh 1536: 10; Wee1 stabilizer: 4; p97 ATPase inh: 4; 14-3-3 Bad inh: 0; Mdm2 ligase inh: 4; Rad51 HR inh: 1; eIF4E-4G inh: -1; KLK5 inh: -18

How did CC(=O)c1ccc(NC(=S)Nc2ccc3[nH]c(=O)[nH]c3c2)cc1 do in these assays?
FXIa inh 1536: 0; FXIIa inh 1536: 11; Wee1 stabilizer: -2; p97 ATPase inh: 9; 14-3-3 Bad inh: -6; Mdm2 ligase inh: -9; Rad51 HR inh: -14; eIF4E-4G inh: -1; KLK5 inh: 1

How did CN(Cc1ccccc1)C(=O)c1nc2ccccn2c1CN1CCC(N2CCOCC2)CC1 do in these assays?
FXIa inh 1536: -5; FXIIa inh 1536: 0; Wee1 stabilizer: 5; p97 ATPase inh: -2; 14-3-3 Bad inh: -5; Mdm2 ligase inh: 1; eIF4E-4G inh: -3; KLK5 inh: -6

How did Cc1ccc(C)c(C(=O)COC(=O)c2cccc(N3C(=O)c4c(C)nc5ccccc5c4C3=O)c2)c1 do in these assays?
FXIa inh 1536: 6; FXIIa inh 1536: 10; Wee1 stabilizer: 9.0*; p97 ATPase inh: 0; 14-3-3 Bad inh: 3; Mdm2 ligase inh: -29; Rad51 HR inh: 4; eIF4E-4G inh: 1; KLK5 inh: -3

What do the screens show for `CN(c1ccccc1)S(=O)(=O)c1cccc(C(=O)NNC(=O)c2ccccc2)c1`?
FXIa inh 1536: -3; FXIIa inh 1536: 9; Wee1 stabilizer: 2; p97 ATPase inh: 0; 14-3-3 Bad inh: -11; Mdm2 ligase inh: -8; Rad51 HR inh: 1; eIF4E-4G inh: -1; KLK5 inh: -4

What do the screens show for `O=C(Nc1ccccc1Cl)NC1(C(=O)NCCCN2CCOCC2)CCCCC1`?
FXIa inh 1536: -8; FXIIa inh 1536: -8; Wee1 stabilizer: 1; p97 ATPase inh: -6; 14-3-3 Bad inh: -3; Mdm2 ligase inh: -13; Rad51 HR inh: -3; eIF4E-4G inh: -2; KLK5 inh: 3

Results for O=C(/C=C/c1ccc([N+](=O)[O-])cc1)c1cccs1 ?
FXIa inh 1536: 7; FXIIa inh 1536: 6; Wee1 stabilizer: 0; p97 ATPase inh: 6; 14-3-3 Bad inh: 5; Mdm2 ligase inh: -11; Rad51 HR inh: 1; eIF4E-4G inh: -1; KLK5 inh: 7

Results for CCOC(=O)C1CCCN(C(=S)NC2CCCC2)C1 (stereo not drawn) ?
FXIa inh 1536: -2; FXIIa inh 1536: 6; Wee1 stabilizer: 0; p97 ATPase inh: -9; 14-3-3 Bad inh: -4; Mdm2 ligase inh: -21; Rad51 HR inh: -16; eIF4E-4G inh: 0; KLK5 inh: 2

How did Cc1cc(NC(=O)CSc2nncc(=O)n2N)no1 do in these assays?
FXIa inh 1536: 24; FXIIa inh 1536: 27; Wee1 stabilizer: 2; p97 ATPase inh: -2; 14-3-3 Bad inh: -5; Mdm2 ligase inh: -24; eIF4E-4G inh: 1

How did C/C(CC(=O)NC(C)C)=N\NC(=O)COc1cc(C)c(Br)cc1Br do in these assays?
FXIa inh 1536: -2; FXIIa inh 1536: 2; Wee1 stabilizer: 3; p97 ATPase inh: 2; 14-3-3 Bad inh: -13; Mdm2 ligase inh: -9; eIF4E-4G inh: 0; KLK5 inh: -4

What do the screens show for `COc1ccc2cc(/C=C/C(=O)c3ccco3)c(Cl)nc2c1`?
FXIa inh 1536: -5; FXIIa inh 1536: 2; Wee1 stabilizer: -4; p97 ATPase inh: 5; 14-3-3 Bad inh: -7; Mdm2 ligase inh: -3; eIF4E-4G inh: -6; KLK5 inh: 0

How did COc1ccc(CCC(=O)N2CCN(C3CCCCC3)CC2)cc1 do in these assays?
FXIa inh 1536: 6; FXIIa inh 1536: 19; Wee1 stabilizer: 3; p97 ATPase inh: -2; 14-3-3 Bad inh: 4; Mdm2 ligase inh: -19; Rad51 HR inh: 5; eIF4E-4G inh: 2; KLK5 inh: 1

What do the screens show for `CCC(C)NCCOc1cccc(Br)c1` (stereo not drawn)?
FXIa inh 1536: 6; FXIIa inh 1536: 8; Wee1 stabilizer: 2; p97 ATPase inh: -8; 14-3-3 Bad inh: 39[fluorescence artefact?]; Mdm2 ligase inh: -14; Rad51 HR inh: -9; eIF4E-4G inh: 1; KLK5 inh: 19
